# Screens from PubChem.
# TexasRed fluor: Total Fluorescence Counterscreen for Inhibitors of the Interaction of Thyroid Hormone Receptor and Steroid Receptor Coregulator 2; TRb/SRC2 Texas Red total fluorescence interference; Potency, µM (titrated, usually from 106 µM), without a hit: at the highest dose fluorescence change, negative = quenching; 280,000 tested, 0.29% active; AID 1479, 2009; active = well fitted curve in either direction with a large enough effect; inconclusive = small, poorly fitted or top-dose-only effect
#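 Human TRb ligand-binding domain at 0.6 uM with 20 nM Texas Red SRC2 peptide in Tris buffer containing 1 uM T3 and 5% DMSO, incubated with compound 5 h at ambient temperature. Total fluorescence (555/632 nm) calculated as parallel + 2 × perpendicular.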
# GAA spleen mod: qHTS Assay for Inhibitors and Activators of Human alpha-Glucosidase From Spleen Homogenate | human spleen homogenate, 4-MU-alpha-glucoside fluorescence | 240,000 tested, 0.006% active | Potency, µM (titrated, usually from 79.9 µM), for inactives: at the top dose activity change, negative = inhibition, actives largely listed as inhibitors | Lysosomal alpha-glucosidase (Homo sapiens), P10253;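 also: 0% = enzyme with vehicle and -100% = no enzyme basal signal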
#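 Human spleen homogenate (1 ug) with 4-methylumbelliferyl-alpha-D-glucopyranoside (1 mM final) in 50 mM citrate/phosphate pH 5.0, 0.01% Tween-20; 40 min at 37 C. Stopped at pH 10; 4-MU fluorescence Ex 365/Em 440 nm; AC50 by Hill fit.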
# TRb-SRC2 inh: qHTS for Inhibitors of the Interaction of Thyroid Hormone Receptor and Steroid Receptor Coregulator 2; Thyroid hormone receptor beta (Homo sapiens), P10828; TRbeta-SRC2 peptide binding, fluorescence polarization; receptor liganded with 1 µM T3; Potency, µM (top dose mostly 106 µM), inactives show at the top dose activity change, negative = inhibition, actives largely listed as inhibitors; 280,000 tested, 0.065% active; AID 1469, 2008;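 also: plate controls were bound peptide for no effect and peptide without receptor for full effect; nearly all actives have a fitted effect of over 50% in size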
# Target sequence (P10828 whole entry, looked up): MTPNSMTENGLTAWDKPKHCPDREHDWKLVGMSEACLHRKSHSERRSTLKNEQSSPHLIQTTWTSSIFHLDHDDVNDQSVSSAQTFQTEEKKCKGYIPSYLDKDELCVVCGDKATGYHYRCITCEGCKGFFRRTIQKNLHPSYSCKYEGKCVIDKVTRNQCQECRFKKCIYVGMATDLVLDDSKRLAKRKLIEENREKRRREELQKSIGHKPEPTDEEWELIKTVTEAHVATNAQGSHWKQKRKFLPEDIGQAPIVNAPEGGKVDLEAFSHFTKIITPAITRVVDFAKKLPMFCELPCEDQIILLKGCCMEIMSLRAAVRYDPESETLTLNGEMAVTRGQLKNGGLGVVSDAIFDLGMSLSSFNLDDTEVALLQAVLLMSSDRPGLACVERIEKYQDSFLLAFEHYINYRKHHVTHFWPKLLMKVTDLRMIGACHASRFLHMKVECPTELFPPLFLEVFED
#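 Decrease in fluorescence polarization of 20 nM Texas Red SRC2 coactivator peptide flagged inhibition of its binding to 0.6 uM TRb LBD; 1 uM T3 included, incubation 5 hr, ex 555/em 632 nm.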
# GAA glycogen: qHTS Assay for Inhibitors and Activators of Human alpha-Glucosidase Cleavage of Glycogen | AID 2100, 2009 | Potency, µM (series often up to 76.4 µM), without a hit: at the highest dose activity change, negative = inhibition, actives largely listed as inhibitors | 300,000 tested, 0.38% active | recombinant GAA, glycogen substrate, Amplex Red glucose oxidase fluorescence | Lysosomal alpha-glucosidase (Homo sapiens), P10253;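 also: 0% = full enzyme reaction and -100% = no-enzyme basal signal; the screen sought inhibitors and activators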
#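 Recombinant enzyme (4 nM final) with compounds titrated up to 77 uM and bovine liver glycogen (30 ug) in citrate pH 5.0, 0.01% Tween-20, 37 C 40 min. Released glucose detected by Amplex Red/glucose oxidase (Ex 573/Em 610); AC50 from Hill fits.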
# GAA inh: qHTS Assay for Inhibitors of Human alpha-Glucosidase as a Potential Chaperone Treatment of Pompe Disease. purified human GAA, 4-MU-alpha-glucoside fluorescence. Potency, µM (highest dose often 76.9 µM), inactives show at the top dose activity change, negative = inhibition, usual class: inhibitors. 200,000 tested, 0.005% active. AID 1466, 2008;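 also: plate controls were uninhibited enzyme wells for no effect and no-enzyme background for full effect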
#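 qHTS format, compound range up to 77 uM. Human lysosomal enzyme at 4 nM, 400 uM 4-MU glucoside substrate, pH 5.0, 20 min room temperature; fluorescence after alkaline stop gives activity normalized to controls.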
# RGS12 GoLoco inh: qHTS Assay for Inhibitors of RGS12 GoLoco Motif Activity (Red Fluorophore) | 230,000 tested, 0.44% active | Potency, µM (highest dose often 61.6 µM), for the others: at the top dose activity, negative = inhibition, usual class: inhibitors | Gai1:RGS12 GoLoco peptide FP, rhodamine, 10 min; active = well fitted inhibition curve with a large enough effect, not every such curve was filed as active; inactive = no such curve, though single readings can be large or run the other way; also: nearly all actives have a fitted effect of over 30% in size; many of its hits are not listed in these tables
# Target sequence (P63096 whole entry, looked up): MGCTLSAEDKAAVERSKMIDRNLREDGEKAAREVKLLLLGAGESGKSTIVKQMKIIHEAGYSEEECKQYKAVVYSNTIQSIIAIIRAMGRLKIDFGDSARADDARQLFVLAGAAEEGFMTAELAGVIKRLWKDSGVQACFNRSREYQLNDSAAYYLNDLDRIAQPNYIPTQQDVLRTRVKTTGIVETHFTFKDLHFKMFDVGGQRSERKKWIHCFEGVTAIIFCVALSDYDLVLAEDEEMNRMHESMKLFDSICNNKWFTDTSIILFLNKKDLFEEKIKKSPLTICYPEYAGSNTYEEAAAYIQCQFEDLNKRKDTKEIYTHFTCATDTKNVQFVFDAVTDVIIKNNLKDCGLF
# RECQ1 inh: qHTS Assay for Inhibitors of RecQ-Like Dna Helicase 1 (RECQ1) | Potency, µM (top dose mostly 57.3 µM), for the others: at the highest dose activity, negative = inhibition, most hits filed as inhibitors | RECQ1 DNA unwinding, red fluorescence kinetic read | 240,000 tested, 0.54% active | AID 2549, 2010 | ATP-dependent DNA helicase Q1 (Homo sapiens), P46063;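 also: plate controls were vehicle for no effect and no enzyme for full effect; nearly all actives have a fitted effect of over 30% in size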
#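 RECQ1T1 50 nM; forked duplex (20 bp + 30-nt ss tails) 200 nM, ATP 2 mM final; pH 8.0, 2 mM MgCl2, 2.5 ug/ml poly(dI-dC); 15 min compound preincubation; discontinuous kinetic read over 2 h at RT.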
# L3MBTL1 block: qHTS Assay for the Inhibitors of L3MBTL1 | 230,000 tested, 0.66% active | Potency, µM (top dose mostly 57.1 µM), for inactives: at the highest dose activity, negative = inhibition, actives largely listed as inhibitors | AID 485360, 2010 | Lethal(3)malignant brain tumor-like protein 1 (Homo sapiens), Q9Y468 | AlphaScreen L3MBTL1–H3K9me1 peptide binding; also: nearly all actives have a fitted effect of over 60% in size
#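 AlphaScreen assay: L3MBTL1 (50 nM final) was preincubated 30 min at room temperature with biotinylated H3(1-15)K9me1 peptide (75 nM final), then 30 min with library compounds; streptavidin donor and nickel chelate acceptor beads (10 ug/mL final) added, 30 min dark.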
# * = called active by the depositor; i = inactive; ? = inconclusive; · = no result given; & = joins results of further samples; [ ] = dose if it differs, or a comment. Unless noted, calls follow the shape of the dose curve; as a rule, active = well fitted curve in the direction sought with a large enough effect; inconclusive = small, poorly fitted or top-dose-only effect, or another doubt; inactive = no such curve, though single readings can be large; an effect the other way counts as inactive or inconclusive. Unless noted, % is scaled to controls: 0 for no effect and ±100 for the full control effect; potency is read from the fitted curve at half-maximal effect. These rows are one share of the data, so the mix of outcomes need not match the whole.
SMILES,TexasRed fluor,GAA spleen mod,TRb-SRC2 inh,GAA glycogen,GAA inh,RGS12 GoLoco inh,RECQ1 inh,L3MBTL1 block
CC(C)C[C@H](NC(=O)[C@H](Cc1ccccc1)NC(=O)[C@@H]1CCCN1C(=O)[C@H](CC(=O)O)NC(=O)[C@@H]1CCC(=O)N1)C(=O)N[C@@H](CCCN=C(N)N)C(=O)N[C@@H](Cc1ccccc1)C(N)=O,0%,0%,1%,·,·,·,-11%,·
C=CCn1c(=NC(=O)c2sc3ccccc3c2Cl)sc2cc(S(N)(=O)=O)ccc21,0%,-4%,-8%,12%,?,23%,-3%,10%
CCN1C/C(=C/c2cccc([N+](=O)[O-])c2)C(=O)/C(=C/c2cccc([N+](=O)[O-])c2)C1,-2%,-3%,-10%,-1%,-10%,2%,-7%,1%
CC(C)NC(=O)NC1C2CC3CC(C2)CC1C3 (stereo not drawn),-1%,2%,-3%,6%,-7%,-5%,i,0%
CCOC(=O)c1cc2c(c(CSc3nc4ccccc4c(=O)n3Cc3ccco3)c1)OCOC2,-3%,3%,-17%,3%,?,8%,-6%,-4%
CCOc1cc([N+](=O)[O-])cc(/C=C2/NC(=O)N(Cc3ccccc3F)C2=O)c1O,-11%,-20%,-6%,-20%,·,-7%,i,-9%
CCc1ccc(S(=O)(=O)NCCc2csc(-c3ccccc3)n2)s1,-3%,-6%,-11%,-14%,-1%,3%,-11%,22%
Cc1ccc(C(=O)CCC(=O)Nc2cccc(C(F)(F)F)c2)cc1,3%,-6%,2%,2%,-5%,9%,i,6%
O=C(NC(=S)Nc1ccc(F)cc1)c1ccc2c(c1)OCCO2,-4%,2%,1%,12%,9%,11%,-9%,-12%
COC(=O)CCc1nc2cc(Cl)ccc2n(Cc2ccccc2)c1=O,-1%,-1%,6%,5%,-14%,0%,-9%,13%
CCOC(=O)CSc1nc2c(sc(=S)n2-c2ccccc2OC)c(=O)n1Cc1ccco1,-1%,-2%,-10%,-6%,?,4%,-15%,-6%
CCOc1nc(CC(C)C)c2c(c1C#N)CC(C)(C)OC2,2%,0%,4%,0%,·,6%,15%,27%
CC1=C(C(=O)Nc2nc3ccccc3s2)C(c2ccco2)C(C#N)=C(SCC(=O)NC2CCCCC2)N1 (stereo not drawn),1%,-7%,9%,-8%,0%,23%,-18%,15%
Cn1cc(S(=O)(=O)N2CCN(c3ccccc3F)CC2)c(=O)n(C)c1=O,1%,-4%,-7%,-4%,3%,5%,i,5%
O=C(c1ccc2c(c1)OCO2)N1CCCN(C(=O)c2ccc3c(c2)OCO3)CC1,2%,2%,-3%,4%,-3%,8%,0%,2%

# One compound at a time (already shown). Values in the order: TexasRed fluor	GAA spleen mod	TRb-SRC2 inh	GAA glycogen	GAA inh	RGS12 GoLoco inh	RECQ1 inh	L3MBTL1 block
# `CCOC(=O)c1cc2c(c(CSc3nc4ccccc4c(=O)n3Cc3ccco3)c1)OCOC2` as listed: -3%	3%	-17%	3%	?	8%	-6%	-4%
# `Cc1ccc(C(=O)CCC(=O)Nc2cccc(C(F)(F)F)c2)cc1` as listed: 3%	-6%	2%	2%	-5%	9%	i	6%
# `CC(C)NC(=O)NC1C2CC3CC(C2)CC1C3` (stereo not drawn) as listed: -1%	2%	-3%	6%	-7%	-5%	i	0%
# `CCN1C/C(=C/c2cccc([N+](=O)[O-])c2)C(=O)/C(=C/c2cccc([N+](=O)[O-])c2)C1` as listed: -2%	-3%	-10%	-1%	-10%	2%	-7%	1%

# Other entries follow:
SMILES,TexasRed fluor,GAA spleen mod,TRb-SRC2 inh,GAA glycogen,GAA inh,RGS12 GoLoco inh,RECQ1 inh,L3MBTL1 block
CN1c2ccccc2C(=O)N2CCc3c([nH]c4ccccc34)C21 (stereo not drawn),-2%,-6%,-9%,·,·,·,7%,·
CCOC(=O)C1=C(CC)NC2=C(C(=O)CCC2)C1c1ccc(OC)c(OC)c1 (stereo not drawn),1%,-5%,-7%,-1%,-6%,-5%,-11%,·
O=C(c1cccc(NS(=O)(=O)c2cccc([N+](=O)[O-])c2)c1)N1CCOCC1,-6%,6%,3%,9%,-7%,12%,i,3%
O=c1cc(-c2ccc([N+](=O)[O-])cc2)nc2cc(-c3ccc(F)cc3)[nH]n12,0%,-6%,4%,14%,2%,5%,-16%,6%
Cn1nc(C(=O)N2CCc3ccccc3C2)c2ccccc2c1=O,-4%,1%,-12%,-6%,-4%,-56%,-13%,·
CCOc1ccccc1N(C(=O)c1ccccc1Cl)C1=NC(C)(C)CS1,-1%,0%,-1%,-1%,0%,5%,i,12%
Cc1cc(C)cc(C(=O)OCC(=O)NCc2cccs2)c1,-1%,4%,-6%,-5%,2%,7%,i,3%
O=C(O)C1NCCc2ccccc21 (stereo not drawn),0%,0%,-1%,-14%,3%,2%,3%,8%
O=C1C[C@@H](O)[C@@H](O)[C@H]2[C@@H]3C(=O)N(C[C@@H]4CCCO4)C(=O)[C@@H]3CC[C@H]12,-4%&-7%[11.2 µM],5%&-8%[17.4 µM],1%&2%[11.2 µM],·,·,·,-4%[11.5 µM],·
CC12CCC=CC1C(c1cccc([N+](=O)[O-])c1)N(Cc1ccccc1)C2=O (stereo not drawn),-3%,-1%,2%,·,·,·,i,·
CCOc1ccc(S(=O)(=O)N(CC(=O)NC2CCCCC2C)Cc2ccco2)cc1 (stereo not drawn),-1%,-1%,-2%,14%,-5%,-26%,-12%,-5%
O=C(NCc1cccs1)C1CCCN1S(=O)(=O)c1ccccc1F (stereo not drawn),-1%,-5%,-23%,12%,-1%,·,-7%,-1%
CN(C(=O)C1CCOC1)c1nnc(-c2ccccn2)s1 (stereo not drawn),0%,-4%,-5%,-2%,0%,11%,-8%,-5%
Cc1ccc(-c2c(C3C4C=CCCC4(C)C(=O)N3Cc3ccccc3)ccc3ccccc23)cc1 (stereo not drawn),-1%,-2%,0%,·,·,·,i,·
CCOC(=O)c1c(CN2CCCCC2)n(C)c2ccc(OC)c(S(=O)(=O)c3ccccc3)c12,1%,-5%,-3%,4%,-17%,2%,-8%,-7%

# In the list so far, these contain a Cl atom.
SMILES,TexasRed fluor,GAA spleen mod,TRb-SRC2 inh,GAA glycogen,GAA inh,RGS12 GoLoco inh,RECQ1 inh,L3MBTL1 block
C=CCn1c(=NC(=O)c2sc3ccccc3c2Cl)sc2cc(S(N)(=O)=O)ccc21,0%,-4%,-8%,12%,?,23%,-3%,10%
COC(=O)CCc1nc2cc(Cl)ccc2n(Cc2ccccc2)c1=O,-1%,-1%,6%,5%,-14%,0%,-9%,13%
CCOc1ccccc1N(C(=O)c1ccccc1Cl)C1=NC(C)(C)CS1,-1%,0%,-1%,-1%,0%,5%,i,12%

# (further entries)
SMILES,TexasRed fluor,GAA spleen mod,TRb-SRC2 inh,GAA glycogen,GAA inh,RGS12 GoLoco inh,RECQ1 inh,L3MBTL1 block
CCCn1c(=N)c(S(=O)(=O)c2ccccc2)cc2c(=O)n3ccccc3nc21,-4%,7%,-1%,-10%,-13%,4%,-4%,9%
COC(=O)CC1(C(=O)OC)Oc2ccc(Br)cc2C(=O)N1c1cccc(Cl)c1Cl (stereo not drawn),-1%,3%,-7%,-5%,-7%,1%,-5%,-7%
CCOCCCNS(=O)(=O)c1ccc(NC(=O)C2CC(=O)N(c3ccc(C)cc3)C2)cc1 (stereo not drawn),-1%,6%,4%,-9%,-3%,21%,i,-5%
CCOC(=O)c1cn(CC2CC2)c2cc(F)c(F)cc2c1=O,-5%,2%,-4%,-21%,11%,6%,6%,-6%
Clc1cccc(Cl)c1COc1ccccc1CNn1cnnc1,-1%,-2%,2%,7%,0%,-7%,-9%,·
COc1ccc(NC(=O)c2cccc(NC(=O)C(C)C)c2)c([N+](=O)[O-])c1,0%,-4%,2%,-1%,-3%,14%,-9%,-5%
CCOC(=O)c1cnn(-c2ccc(F)cc2)c1N,-2%,-7%,5%,7%,7%,3%,-4%,7%
C=Cn1c(N2CCOCC2)nc2c1c(=O)[nH]c(=O)n2C,2%,3%,2%,-7%,7%,8%,-2%,2%
CCOc1ccc(Cl)cc1S(=O)(=O)N1CCN(c2ccc(C)c(C)c2)CC1,0%,-1%,2%,-18%,-8%,6%,i,·
CN=C1SC(CC(=O)Nc2ccccc2F)C(=O)N1/N=C/c1ccc(O)c(OC)c1 (stereo not drawn),-3%,13%,-1%,-10%,-3%,56%[activator],i,?
CCCN1CCN(c2nc3c([nH]2)c(=N)ncn3CC(O)CO)CC1 (stereo not drawn),0%,-9%,-20%,1%,-12%,-4%,2%,2%
